mHTT CaM bind = inhibitors of human mutant huntingtin-calmodulin interaction; P42858; AlphaScreen His-mHTT/GST-CaM binding, luminescence; inhibition, % at 15 µM; actives 3.6% (n = 190,000); AID 1671202;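 note: 0% = both proteins with DMSO and 100% = one protein alone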
Pf apPOL inh = Pf-apPOL DNA polymerase inhibition; Recombinant Pf-apPOL, molecular beacon fluorescence, 1.5 h; inhibition, % at 10 µM; actives 0.25% (n = 210,000); AID 1794808
Active calls of the source: *; · = not tested or not shown; & = joins results of further samples. Cut-off read from the data, not from the text of the source: active = inhibition above about 50%; inactive = the rest. A portion of the library (hit frequency here may not be typical).

smiles	mHTT CaM bind	Pf apPOL inh
CCOCCCNC(=O)CCS(=O)(=O)c1cc(Br)cc2c1N(C(C)=O)CC2	3	8
C1CN=C(NC23CC4CC(CC(C4)C2)C3)C1	-7	0
Cc1cccc(NC(=O)CN(c2cccc(Cl)c2Cl)S(C)(=O)=O)c1	-3	-5
C#CC1(OCC(O)CN2CCC(C(=O)OCC)CC2)CCCCC1 (centres undefined)	3	-7
COc1ccc(C(O)=C2C(=O)C(=O)N(CCCn3ccnc3)C2c2ccccc2F)cc1 (centres undefined)	3	-5
CCCc1c(C)nc2c(C(=O)NCCc3ccc(OC)c(OC)c3)c[nH]n2c1=O	28	14
CCOCCCNC(=O)c1cccc(CN2C(=O)C3CCCN3C(=O)c3ccccc32)c1 (centres undefined)	1	0
Cc1ccccc1C1NC(c2ccccc2C)C(C)C(=O)C1C (centres undefined)	-41	-6
C1CCN(CC2COC3(CCC4CCCCC4C3)O2)CC1 (centres undefined)	4	0
C=CCC1CC=CC(CC=C)(C(O)(CC=C)CC=C)N1 (centres undefined)	0	·
CCOC(=O)C(c1ccccc1)C(Nc1cc(C(F)(F)F)cc(C(F)(F)F)c1)c1ccccn1 (centres undefined)	·	-5&3
COc1cc(C=CC(=O)c2ccc(O)cc2)cc2c1OCCO2	11	-5

Three entries out of the list, ordered by length of the SMILES, highest first.
smiles	mHTT CaM bind	Pf apPOL inh
COc1cc(C=CC(=O)c2ccc(O)cc2)cc2c1OCCO2	11	-5
Cc1ccccc1C1NC(c2ccccc2C)C(C)C(=O)C1C (centres undefined)	-41	-6
C1CN=C(NC23CC4CC(CC(C4)C2)C3)C1	-7	0

Continuation:
smiles	mHTT CaM bind	Pf apPOL inh
CC(C)(C)NC(=O)NC1CCN(c2ccc(F)cc2)C1=O (centres undefined)	-3	-2
Cc1ccc(-c2ccc(CN3C(C(C)C)C(=O)N(Cc4cn(CC5CCCCC5)nn4)CCS3(=O)=O)cc2)cc1 (centres undefined)	17	3
CC(C)CNC(=O)NCc1c(-n2cccc2)sc2c1CCN(C)C2	-6	-3
CCCN1C(=O)C(CC(=O)N(CC)CC)Sc2ncccc21 (centres undefined)	-2	2
CN(C)S(=O)(=O)c1ccc(C(=O)Nc2c3c(nn2-c2ccc([N+](=O)[O-])cc2)CSC3)cc1	29	-5
COCCN=C1Nc2ccccc2NC12CCCN(C(=O)Cc1ccsc1)C2 (centres undefined)	98*	-3
COc1ccccc1C1CC(c2ccc(Cl)cc2Cl)Nc2nc(N)nn21 (centres undefined)	57*	-3
Cc1ccn2c(NC(=O)C(C)Cl)c(-c3ccccc3C)nc2c1 (centres undefined)	12	6
O=C(Nc1ccc(OCc2ccccc2)cc1)c1ccc(Br)o1	-2	-4
CCn1cc(CC(=O)Nc2ccc(C)cc2)c2cccnc21	0	-2
Cc1ccccc1-c1noc(-c2cc(-c3ccncc3)nc3ccccc23)n1	21	-3
COc1ccc(C2=CC(c3ccc(OC)cc3OC)n3nnnc3N2)cc1 (centres undefined)	1	-2
COc1ccc(Cl)cc1N1CCN(S(=O)(=O)c2ccccc2)C(C)C1=O (centres undefined)	-3	2
COc1ccc(S(=O)(=O)N2CC3CN(C(=O)c4ccncc4)CC(C2)O3)cc1	1	-4
Cc1cccc(-n2c(O)c(C=Nc3nn[nH]n3)c(=O)[nH]c2=O)c1	4	0
Cc1ccc(-c2ncc(C(=O)N3CCCCCC3)c(-c3ccncc3)n2)cc1	56*	-5
CCCNC(=O)c1cc2nc(-c3ccc(Cl)cc3)cc(C(F)(F)F)n2n1	1	-4
CC(=O)NC1=NN(C(C)=O)C(c2ccc(C(C)C)cc2)S1 (centres undefined)	1	10
CCCC(=O)Nc1ccc2c(c1)Cc1ccccc1-2	-1	4
COc1ccc(-c2cc(C(=O)NC(C)C)n(-c3ccccc3)n2)cc1	-1	-2
COc1cc(CN2c3ccc(Br)cc3C(=O)CS2(=O)=O)cc(OC)c1	25	-3
Cc1cc2[nH]c(C(=O)Nc3cc(F)ccc3F)c(CN(C)C)c2s1	-4	2
Cc1cccc(NC(=O)c2cc(S(=O)(=O)N3CCCCC3C)ccc2F)c1C (centres undefined)	-2	-8
O=C(c1ccnc(N2CCNC(c3ccccc3)C2)c1)N1CCN(c2ccccn2)CC1 (centres undefined)	-2	-4
COc1ccc(-n2nc3c(c2NC(=O)c2ccc(Br)cc2)CS(=O)(=O)C3)cc1	14	-3
CC(=O)N(C(C)=O)N(C(C)=O)c1cc2ccccc2cn1	·	-2
CC1CN(c2ccc([N+](=O)[O-])cc2Cl)CCN1S(=O)(=O)c1ccccc1 (centres undefined)	30	-12
Cc1ccc(CS(=O)(=O)CCC(=O)NCc2ccccn2)cc1	3	-24
Oc1cc2c(cc1O)C(c1ccccc1)CNCC2 (centres undefined)	·	-9
COc1ccc(OC)c(C2C(C#N)=C(C)NC3=C2C(=O)CC(c2ccccc2)C3)c1 (centres undefined)	13	2
NC(=O)CN(Cc1ccc(Br)cc1)S(=O)(=O)c1ccccc1	-2	-10
Cc1cccc(OCCN2CCOCC2)c1C	-4	-5
COc1ccc(-n2nc(C(=O)NCC(=O)Nc3ccc(F)cc3)c3ccccc3c2=O)cc1	3	2
O=C(NCc1ccccc1F)c1c(O)c2cccc3c2n(c1=O)CC3	0	-3
Clc1ccccc1-c1nc(-c2ccc(-n3ccnc3)nc2)no1	-12	-2
CN(C/C=C/c1ccccc1[N+](=O)[O-])Cc1ccccc1	8	1
CCOc1cccc(-c2nnc(-c3ccc4c(c3)OCO4)o2)c1	-1	-4
COc1ccc(C(=O)n2c(=O)oc3cc([N+](=O)[O-])ccc32)cc1	4	-2
Cc1noc(COC2CCCN(C(=O)NC3CCCCC3)C2)n1 (centres undefined)	-18	-4
CC(=O)Nc1ccc(N=Cc2ccc(C)cc2)cc1	25	4
CC(=O)Nc1ccc(NC(=O)c2ccc3nc(-c4ccc(C)c(C)c4)cn3c2)cc1	-15	-2
Cc1cccc(C)c1NC(=O)c1sc(N)nc1-c1ccccc1	0	-5
Cc1cc(Br)c(NC(=S)NC(=O)C(C)(C)C)c(Br)c1	·	-12
Cc1ccc(-n2nc3c(c2NC(=O)c2ccc(OC(C)C)cc2)CS(=O)C3)cc1 (centres undefined)	24	-70
CCC(=O)N1N=C(c2ccc(C)cc2)CC1c1cc2cc(OC)ccc2nc1Cl (centres undefined)	-1	6
Cn1c(/C(C#N)=C/c2ccc(F)cc2)nc2ccccc21	-1	-4
CS(=O)(=O)c1cccc(C(=O)Nc2cccc(-c3nc4ccccc4[nH]3)c2)c1	8	0
Fc1ccccc1/C=C1\CCCC2=C1Nc1nnnn1C2c1ccccc1F (centres undefined)	2	0
COc1ccc(CNCc2ccc3nccnc3c2)c(OC)c1	3	-6
CCCCN(C)CCCNC(=O)c1cc(-c2cccnc2)nc2ccccc12	-16	-8
COC(=O)c1ccc(Cl)c(NC(=O)C23CC4CC(C2)CC(c2ccccc2)(C4)C3)c1	-23	-4
Cc1ccc(CNC(=O)c2ccc(-n3nc(C)c4c3CC(C)(C)CC4=O)cc2)cc1	13	0
Cn1nc(-c2nc(-c3cccc(F)c3)no2)c2c1CCN(C(=O)C1CCC1)C2	-5	-4
O=C(NCc1ccccc1Cl)C1CCCN(C(=O)c2ccccc2F)C1 (centres undefined)	27	-12
N#CC1=C(N)N(c2ncn[nH]2)C2=C(C(=O)CCC2)C1c1ccc(F)cc1 (centres undefined)	1	-3
CC(C)n1c(=O)oc2cc(-c3noc(C=Cc4ccccc4)n3)ccc21	-6	1
Cc1ccc(-c2cncc(C(=O)N3CCOCC3)c2)cc1	0	-2
COc1ccc(N=Cc2cc3c(cc2O)OC(N)=C(C#N)C3c2cccc(F)c2)cc1 (centres undefined)	81*	4
O=S(=O)(NCc1ccc(Cl)cc1)c1ccc(Br)cc1C1CC[C@@H](O)C1 (some centres undefined)	18	-5
O=C1CC(Nc2ccc(F)cc2)C(=O)N1c1ccc(Cl)c(Cl)c1 (centres undefined)	-2	-1

Nothing new here: 4 of the compounds above.
smiles	mHTT CaM bind	Pf apPOL inh
CC(C)n1c(=O)oc2cc(-c3noc(C=Cc4ccccc4)n3)ccc21	-6	1
Cc1ccc(-c2cncc(C(=O)N3CCOCC3)c2)cc1	0	-2
COc1ccc(N=Cc2cc3c(cc2O)OC(N)=C(C#N)C3c2cccc(F)c2)cc1 (centres undefined)	81*	4
O=S(=O)(NCc1ccc(Cl)cc1)c1ccc(Br)cc1C1CC[C@@H](O)C1 (some centres undefined)	18	-5

More results.
Every second line gives: mHTT CaM bind, Pf apPOL inh
- CCC(=O)Nc1ccc(S(=O)(=O)N2CCC(c3cc4n(n3)CCCNC4=O)CC2)cc1
    -3, -3
- Cc1ccc(N2C(=O)CSC2c2ccccn2)cc1 (centres undefined)
    1, -12
- CSc1oc(-c2ccccc2)nc1S(=O)(=O)c1ccc(Br)cc1
    1, -2
- CC(C)c1cc(C2CCCN2C(=O)c2cccc(C(F)(F)F)c2)no1 (centres undefined)
    10, 2
- CCNC(=O)Cn1c(=O)c2cccn2c2ccc(F)cc21
    3, 0
- CCc1c(C2CCN(C(=O)Nc3ccc(OC)cc3)CC2)noc1N
    1, 1
- COc1cc(OC)cc(-n2c(=O)c3sccc3n(CC(N)=O)c2=O)c1
    1, 0
- C=CCn1c(N=Cc2ccc3c(c2)OCO3)nc2ccccc21
    15, -5
- CC1(C(=O)NCc2cccc(F)c2)CCCN(C(=O)c2cccs2)C1 (centres undefined)
    -8, -1
- Cc1ccc(CN2CCCn3nc(C(=O)NCc4ccccc4C)cc3C2=O)cc1
    -6, 2
- Cn1c(COc2ccc(Cl)cc2Cl)nc2ccccc21
    -5, -2
- COc1ccc([N+](=O)[O-])cc1NC(C)C
    -12, 1
- Nc1ccc2c3c(cccc13)C(=O)NC2=O
    ·, 30
- COc1cc(C2C(C#N)=C(N)OC(C)=C2C(C)=O)c([N+](=O)[O-])cc1OC (centres undefined)
    57*, -5
- COc1cc(N2CCN(C(=O)c3ccccc3Cl)CC2)nc(C)n1
    -17, -3
- CCCN(C)C(=O)c1ccc(-c2ccc3c(c2)OCO3)s1
    -5, -4
- O=C(Cc1ccccc1)Nc1ccc(S(=O)(=O)N2CCCCCC2)cc1
    -4, -6
- O=C(O)C1OC(Oc2cc3oc(-c4ccc(O)cc4)cc(=O)c3c(O)c2O)C(O)C(O)C1O (centres undefined)
    ·, 13
- O=C(c1cccc(Cl)c1)N1CCC(N2CCN(Cc3ccccc3)C2=O)CC1
    9, -3
- Cn1nc(C(C)(C)C)cc1C(=O)NCc1ccc2c(c1)OCO2
    ·, -120
- Cc1ccc2c(c1)NC(=O)C(C(=O)NC1CC1)O2 (centres undefined)
    0, -5
- O=C(CCN1C(=O)c2ccncc2C1=O)Nc1ccc2c(c1)OCCO2
    -3, -4
- CC(=O)N(Cc1ccc([N+](=O)[O-])cc1)C(C)(C)C
    -6, -1
- O=C(C(=CC(=O)c1cccs1)c1ccccc1)c1ccccc1
    ·, -11
- Cc1ccc(Cl)cc1NC(=O)CSc1nc2ncccc2c(=O)n1CC1CCCO1 (centres undefined)
    1, -3
- O=C(NCC1CCCO1)C(=O)NC1CCCCCC1 (centres undefined)
    -7, 0
- COc1ccc(-c2csc(NC(=O)c3ccc(Br)cc3F)n2)cc1OC
    -1, -4
- O=C(c1ccncc1)N1CCCn2nc(-c3ccc(Cl)cc3)cc2C1
    35, -7
- CSc1ccc(CCNC(=O)c2ccc3c(c2)nc2n3CCCCC2)cc1
    15, 0
- COc1ccc(NC(=O)NC23CC4CC(CC(C4)C2)C3)cc1OC
    40, -14

A second format for part of the listing above:
> O=C(NCC1CCCO1)C(=O)NC1CCCCCC1 (centres undefined)
  mHTT CaM bind: -7
  Pf apPOL inh: 0

> CCCCN(C)CCCNC(=O)c1cc(-c2cccnc2)nc2ccccc12
  mHTT CaM bind: -16
  Pf apPOL inh: -8

> CC(C)(C)NC(=O)NC1CCN(c2ccc(F)cc2)C1=O (centres undefined)
  mHTT CaM bind: -3
  Pf apPOL inh: -2

> CC1(C(=O)NCc2cccc(F)c2)CCCN(C(=O)c2cccs2)C1 (centres undefined)
  mHTT CaM bind: -8
  Pf apPOL inh: -1

Later entries.
Every second line gives: mHTT CaM bind, Pf apPOL inh
- O=C(CCCSc1ccc(NC(=O)c2ccc(F)cc2)nn1)NCCN1CCOCC1
    -10, -8
- COc1ccc(/C=C2\SC(=O)N(Cc3ccc(Cl)cc3)C2=O)cc1OC
    0, -6
- CC(=O)NC1CCN(Cc2ccc(Cl)cc2)CC1CO (centres undefined)
    -2, -7
- O=C1C(=Cc2ccco2)Oc2cc(OC(=O)C3CC3)ccc21
    6, -5
- OC[C@@H]1[C@@H](c2ccc(Cl)cc2)C(c2ccccc2)=NN1c1ccccc1
    86*, -5
- CCOc1ccc(-n2c(SCc3ccccc3C)nc3c(c2=O)SCC3)cc1
    5, 2
- O=C(Nc1ccc(N2CCOCC2)cc1)c1cccc(Cl)c1Cl
    4, 4
- CCCOc1cccc(C(=O)Nc2ccc(C(C)=O)cc2)c1
    0, -11
- COc1ccc(C(=O)Nc2ccc(N3CCN(c4ccc(C(F)(F)F)cn4)CC3)nc2)cc1
    ·, -3&-4
- O=[N+]([O-])c1ccc(-c2noc(COc3ccc(Cl)cc3)n2)cc1
    -3, 12
- CC(=O)Nc1ccc(Sc2ccccc2C(=O)O)c(C(=O)O)c1
    ·, -6
- CC1(C)NCSC1C(=O)O (centres undefined)
    ·, -4
- O=C(Nc1ccc(F)cc1)c1cccc(S(=O)(=O)N2CCc3ccccc32)c1
    -2, -1
- Cn1cccc1Cc1nnc(SCC(=O)Nc2nccs2)n1-c1ccc(F)cc1
    1, -3
- O=C1C(=Cc2ccc(Br)cc2)Oc2c1ccc1c2CN(Cc2cccnc2)CO1
    83*, -31
- Cc1ccc(S(=O)(=O)N2CCN(c3ccc([N+](=O)[O-])c(NCc4cccnc4)c3)CC2)cc1
    2, -4
- CCc1ccccc1NC(=O)c1noc2c1CCCCC2
    -30, -2
- CCc1nnc(NC(=O)c2ccc(-c3ccccc3Cl)o2)s1
    -11, -1
